# TAAR1 antagonist = human TAAR1 antagonists, primary screen, Fluo-8 calcium fluorescence, CHO RD-HGA16 cells; 360,000 compounds, 1.5% hits; inhibition, % at 3 µM; antagonist; AID 624466, 2012; Trace amine-associated receptor 1 (Homo sapiens), Q96RJ0;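 active means inhibition above a per-plate cutoff, the mean inhibition of test compounds on that plate plus 3 SD, cut at about 49% in these data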;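 further: 0% = DMSO plus EC80 beta-PEA response and 100% = DMSO alone without agonist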
# Target sequence (Q96RJ0 whole entry, looked up): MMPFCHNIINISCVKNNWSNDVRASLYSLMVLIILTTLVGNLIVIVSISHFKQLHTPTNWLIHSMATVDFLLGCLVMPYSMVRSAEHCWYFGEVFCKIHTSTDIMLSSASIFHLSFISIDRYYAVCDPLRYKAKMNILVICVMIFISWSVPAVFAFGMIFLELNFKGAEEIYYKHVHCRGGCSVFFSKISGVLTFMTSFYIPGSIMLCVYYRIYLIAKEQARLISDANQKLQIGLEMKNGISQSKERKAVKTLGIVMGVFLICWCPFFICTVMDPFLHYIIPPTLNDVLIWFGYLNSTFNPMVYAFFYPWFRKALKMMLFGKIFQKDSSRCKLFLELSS
#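 Test system – hTAAR1-expressing CHO RD-HGA16 cells, Gα16-coupled · Reagent – β-PEA at EC80 concentration, post-compound challenge · Compound dosing – 3 µM, single point · Timing – 140 s kinetic read after compound, 140 s after agonist · Detection – Fluo-8 intracellular calcium dye fluorescence, real-time kinetic reads · Control set – DMSO and EC80 PEA controls · Repeats – n of 1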
# TAAR1 agonist = human TAAR1 agonists, primary screen, Fluo-8 calcium fluorescence, CHO RD-HGA16 cells | Trace amine-associated receptor 1 (Homo sapiens), Q96RJ0 | vehicle wells 0%, saturating PEA agonist 100% | activation, % at 3 µM | 360,000 compounds, 0.99% hits;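 active means activation above the mean activation of all test compounds in the run plus 3 SD, cut at about 38% in these data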
#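 test system = CHO RD-HGA16 cells carrying human TAAR1 plus Gα16 | schedule = 17-24 h seeding, 75 min 37 °C dye, 30 min RT | compound dosing = 3 µM single concentration | control set = DMSO and PEA EC100 | replicates = n 1 | signal = Fluo-8 fluorescence, 5 s baseline then 140 s kinetic read | measure = percent activation vs PEA EC100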
# CHO-K1 Ca ag = counter-screen for M1 agonists: effect in parental CHO-K1 cells; Fluo-8 calcium fluorescence; scaled to maximal ATP response, vehicle zero; activation, % at 3 µM; 360,000 compounds, 0.48% hits; AID 602248, 2012; in the data active means activation above about 15%;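 further: untransfected CHO-K1 host cells lacking M1 receptor as counterscreen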
# CHRM1 antagonist = human M1 muscarinic receptor antagonists, primary screen, CHO-K1 cells, Fluo-8 calcium fluorescence, 1536-well; Muscarinic acetylcholine receptor M1 (Homo sapiens), P11229; 360,000 compounds, 1.3% hits; AID 588852, 2011; inhibition, % at 3 µM; CHO-K1 hM1, ACh EC80 antagonist;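 active means percent inhibition above its own plate's cutoff, namely the mean of that plate's compound wells plus 3 SD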;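 further: peak over basal fluorescence ratio during 140 s after agonist addition; 0% = ACh EC80 plus DMSO and 100% = DMSO alone without agonist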
# Target sequence (P11229 whole entry, looked up): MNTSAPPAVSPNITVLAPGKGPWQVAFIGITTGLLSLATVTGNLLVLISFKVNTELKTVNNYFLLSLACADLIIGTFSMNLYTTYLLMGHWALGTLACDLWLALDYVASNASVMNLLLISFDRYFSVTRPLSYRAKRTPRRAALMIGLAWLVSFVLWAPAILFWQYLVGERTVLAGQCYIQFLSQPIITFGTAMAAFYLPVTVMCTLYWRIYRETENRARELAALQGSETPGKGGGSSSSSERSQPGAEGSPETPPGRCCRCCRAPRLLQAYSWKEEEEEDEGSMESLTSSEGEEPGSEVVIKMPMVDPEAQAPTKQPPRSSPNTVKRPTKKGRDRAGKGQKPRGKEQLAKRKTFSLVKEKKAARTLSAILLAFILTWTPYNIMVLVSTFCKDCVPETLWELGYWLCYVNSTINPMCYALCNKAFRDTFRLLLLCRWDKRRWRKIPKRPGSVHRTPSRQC
# CHRM1 agonist = human M1 muscarinic receptor agonists, primary screen, Fluo-8 calcium fluorescence, CHO-K1 cells, HTS; Muscarinic acetylcholine receptor M1 (Homo sapiens), P11229; CHO-K1 hM1, agonist mode; 0% DMSO, 100% acetylcholine EC100; activation, % at 3 µM; 360,000 compounds, 0.33% hits;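 active means activation above the run's mean compound activation plus 3 SD, cut at about 16% in these data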;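 further: peak over basal fluorescence ratio within a 140 s kinetic read after compound addition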
# CHO-K1 Ca PAM = nonselective calcium activators in parental CHO-K1 cells, primary screen, counter-screen for M1 PAM project, cell-based, Fluo-8 calcium fluorescence, full deck, 1536-well; ATP EC20; 0% at ATP EC20, 100% at ATP max; activation, % at 3 µM; 360,000 compounds, 0.02% hits;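 active means activation above the run cutoff, the mean activation of all test compounds plus 3 SD, cut at about 40% in these data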;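 further: peak over basal fluorescence ratio in a 140 s read after ATP addition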
# CHO-K1 Ca antag = counter-screen for M1 antagonists: effect in parental CHO-K1 cells; ATP-induced calcium, Fluo-8 fluorescence; inhibition, % at 3 µM; 360,000 compounds, 0.6% hits; AID 602250;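 active means inhibition above a per-plate cutoff, the plate's mean sample inhibition plus 3 SD, cut at about 24% in these data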;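 further: 0% = DMSO plus EC80 ATP and 100% = DMSO alone without ATP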
# OXTR potentiate = human OXTR potentiators, primary screen, fluorescence, CHO-OTR cells, Fluo-8 calcium. 320,000 compounds, 0.061% hits. Oxytocin receptor (Homo sapiens), P30559. Fluo-8 calcium fluorescence, potentiator mode; 0% = oxytocin EC15, 100% = EC100. activation, % at 3 µM;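 active means activation above that plate's cutoff, the mean activation of tested compounds plus 3 SD, cut at about 6.6% in these data, passing the limit was not always enough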;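 further: 100% uses oxytocin at 75 nM as the full agonist control; some results filed as inactive read as strong as hits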
#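 Assay system: CHO-OTR cells, human receptor / Also added: oxytocin at about EC15, sub-maximal agonist stimulus / Dosing: single dose, 3.0 µM nominal final compound concentration / Incubation: 6 min pre-incubation, 100 s read / Technique: Fluo-8 calcium dye fluorescence / Read-out: % activation vs EC15 and EC100 oxytocin / Benchmarks: EC15 oxytocin low, 75 nM oxytocin high / Replicates: singlicate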
# CHO parental Ca = ATP-evoked calcium signal inhibitors, parental CHO, primary screen, counter-screen for OX1R antagonist project, cell-based, fluorescence, Fluo-8 calcium dye. parental CHO-K1, ATP-induced calcium, Fluo-8 fluorescence. inhibition, % at 5.6 µM. 330,000 compounds, 0.63% hits. AID 463079, 2010;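 active means inhibition above that plate's mean sample inhibition plus 3 SD, cut at about 26% in these data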;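 further: 0% = ATP-challenged DMSO wells and 100% = DMSO wells without ATP; some compounds past the cut are filed as inactive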
#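 Measured by: calcium-sensitive Fluo-8 fluorescence / Test system: CHO parental line / Controls: ATP-challenged DMSO wells low, unchallenged DMSO wells high / Measure: % inhibition / Compound: single nominal dose of 5.6 µM per compound / Replicates: single well per compound, no replicates / Reagent: ATP as calcium-mobilizing challenge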
# * marks the source's active call; other numbers are inactive results; · = no result given; & = joins results of further samples.
no.	molecule	TAAR1 antagonist	TAAR1 agonist	CHO-K1 Ca ag	CHRM1 antagonist	CHRM1 agonist	CHO-K1 Ca PAM	CHO-K1 Ca antag	OXTR potentiate	CHO parental Ca
1	CCCCc1c(C)c(C#N)c2nc3ccccc3n2c1NCCN(C)C	-13	9	2.3	4	-9	1	-8	·	·
2	CCCCN(C)CCNC(=O)C1CCCN(S(=O)(=O)c2cccc3nsnc23)C1 (stereo not drawn)	-10	-1	1.3	-10	-3	22	-13	-1	-22
3	Cn1c(C(C#N)C(=O)c2sc3ccccc3c2Cl)nc2ccccc21 (stereo not drawn)	21	3	0.7	-28	-2	22	-15	-3	-18
4	CC(=O)Nc1cccc(/C(C)=N/NC(=O)c2cccc(S(=O)(=O)N3CCOCC3)c2)c1	-4	2	2.3	11	-5	-5	0	0	-19
5	COc1ccc(NC(=O)CCc2nc(-c3ccccc3F)no2)cc1	15	48*	4.5	-17	3	0	-4	-18	-12
6	Cc1ccccc1-c1cc2nc(Oc3cccc(F)c3)n(C)c(=O)c2s1	-10	0	0.5	-10	-4	12	-12	·	·
7	COC(=O)C=C1CCC2C3CCC4=CC(=O)CCC4(C)C3C(=O)CC12C (stereo not drawn)	1	2	7.9	-11	-8	3	2	·	·
8	COc1cccc(NC(=O)COC(=O)CCC2CCCC2)c1	-10	-3	0.1	-1	-3	-5	-5	0	-2
9	CCOC(=O)c1cc2cc(OCc3ccccc3)ccc2nc1C	38	0	7.1	15	-6	6	-4	-4	-9
10	COc1ccc(Nc2nc(C)nc3c2nnn3Cc2ccccc2Cl)c(OC)c1	16	0	-0.2	4	-3	-9	5	-10	-1
11	CCOC(=O)C1CCN(C(=S)Nc2ccccc2)CC1	-16	5	0.1	2	8	10	-3	-7	8
12	O=C(c1ccc([N+](=O)[O-])cc1)N1CCSC1c1ccccc1Cl (stereo not drawn)	-9	0	0.2	1	-7	23	-16	0	6
13	O=C(Nc1ccccc1)C1=C(c2ccccc2)S(=O)(=O)CCS1(=O)=O	4	4	0.9	1	-7	12	-10	·	·
14	CCCCSc1nc2ccccc2n1CC(=O)O	3	-1	0.9	-1	-3	11	-4	1	-4
15	Clc1ccccc1CSc1nnc(-c2cccnc2)n1Cc1ccco1	14	4	0.8	-2	-3	1	1	-2	-17
16	Cc1ccccc1CN1CCC(N2CCC(C(=O)NCC3CCCO3)CC2)CC1 (stereo not drawn)	-10	2	0.8	-6	-5	-6	4	-1	-18
17	Cc1ccc(C(=O)O/N=C2\CCCc3ccccc32)cc1	1	9	-0.6	-2	-7	-7	18	-5	9
18	COc1ccc(CN2CCOCCOCCOCC2)cc1	-35	3	3.6	2	-4	9	-7	-10	-1
19	CCCS(=O)(=O)NC(=O)C1(C)CCN(C(=O)c2ccc(F)cc2Cl)C1 (stereo not drawn)	·	·	0.2	1	-2	2	-5	·	·
20	Cc1cccc(OCC(=O)N(Cc2cccs2)C2CCS(=O)(=O)C2)c1 (stereo not drawn)	-7	3	0.6	4	-3	-3	12	-9	-27
21	O=S1(=O)CC(N2CCN(CCO)CC2)CN1Cc1cn(Cc2ccc(Cl)cc2)nn1 (stereo not drawn)	-8	4	0.3	·	·	13	-18	·	·
22	C/C(=N\Nc1cc(N2CCOCC2)ncn1)c1ccc(O)cc1	14	3	1.3	-4	-1	11	-1	-13	1
23	Cc1occc1C(=O)Nc1ccc2c(c1)CCC2	-18	3	-1.2	8	-9	-2	-1	-5	-17
24	COC(=O)Cn1c(=O)c2c(nc(Br)n2Cc2ccccc2Cl)n(C)c1=O	-2	15	0.1	-4	0	2	7	-2	1
25	CO/C([O-])=N/c1c[n+](-c2ccc(C)cc2)no1	6	3	-0.2	-20	-3	4	-5	-2	-1
26	Cc1ccccc1N(C(=O)CCC(=O)Nc1ccccn1)C(C(=O)NC(C)C)c1ccc(F)cc1 (stereo not drawn)	-14	3	0.3	-11	1	8	-17	-7	-25
27	Cc1ccc2nc(SCC(=O)c3ccc4c(c3)NC(=O)CO4)[nH]c2c1	-4	4	1.2	5	-2	-1	-6	-4	-2
28	Nn1cnc2c(ncn2C2OC(CO)C(O)C2O)c1=O (stereo not drawn)	-9	1	0.2	-3	-2	20	-8	·	·
29	Cc1cccc(-n2c3nc(=O)[nH]c(=O)c-3cc3cc([N+](=O)[O-])ccc32)c1	-5	0	7.7	16	-9	20	-12	-1	2
30	CCOc1ccc(N2CC(C(=O)Nc3cccc(S(=O)(=O)N4CCCC4)c3)CC2=O)cc1 (stereo not drawn)	-30	4	-0.4	-18	-7	14	-1	-1	-14
31	Cc1cc(C)nc(N/N=C/c2ccc([N+](=O)[O-])o2)n1	-2	5	0.7	-13	-3	-7	-10	-13	-2
32	CCc1ccc(OCC(=O)NC(NC(=S)Nc2ccccc2OC)C(Cl)(Cl)Cl)cc1 (stereo not drawn)	6	9	8.4	-4	-2	15	7	-12	-8
33	Cc1ccc(C)c(C(=O)CSc2n[nH]c(C(C)C)n2)c1	8	6	0.4	-5	-3	15	-7	-7	-23
34	C/C(=N\S(=O)(=O)c1ccc(C)cc1)NC(=S)Nc1ccccc1	7	-1	0.4	17	-4	13	-22	-6	1
35	CC1(Oc2ccccc2-c2ccn[nH]2)CCN(Cc2ccc(OC(F)(F)F)cc2)C1 (stereo not drawn)	9	2	0.6	-8	-3	-4	-8	·	·
36	CCN(CC)C(=O)[C@H]1CC(CC(=O)NCCCN(C)C)C(=O)N2CCc3c([nH]c4ccccc34)[C@]12C (stereo partly drawn)	-11	1	0.2	-3	-4	1	-2	0	-6
37	CCOC(=O)C1=C(C)OC(N)=C(C#N)C1c1cc(F)ccc1F (stereo not drawn)	16	3	-0.3	-5	-11	16	-23	3	-3
38	CCCOc1c(OC)cccc1C1CC(=O)Nc2cc3c(cc21)OCO3 (stereo not drawn)	3	11	1.2	-10	-2	15	-9	-4	-24
39	COCCCn1c(C)nnc1SCC(=O)Nc1cccc(C)c1	-6	2	0.2	-16	-1	14	-17	·	·
40	N#Cc1cnn2c(-c3ccc(Cl)cc3Cl)ccnc12	-14	3	2.2	-11	1	16	-11	-2	-21
41	O=C(COc1ncnc2sccc12)Nc1cccc(S(=O)(=O)N2CCCC2)c1	-2	-3	1.3	-4	-5	-14	-18	-7	-14
42	Cc1nc2ccccn2c1C(=O)N/N=C/c1ccccc1[N+](=O)[O-]	8	4	1.1	-4	14	10	-13	-4	-12
43	COc1ccc(N2C(=O)C(Cc3ccccc3)NC2=S)cc1 (stereo not drawn)	13	4	1.0	-3	-4	25	-21	-4	-11
44	COc1cccc(Cn2nnc(C(=O)NCc3ccc(F)cc3)c2N)c1	4	2	1.2	-6	4	31	-7	-6	-5
45	Cc1ccc(CSCC(=O)N(C)CC(=O)Nc2ccccc2C(F)(F)F)cc1	18	3	1.9	-16	1	-1	-4	-8	3
46	Cc1ccc(S(=O)(=O)N2CCN(C(=O)COC(=O)CCc3ccccc3)CC2)c(C)c1	16	4	9.1	5	1	10	2	0	-14
47	CCn1c(SCC(=O)N2CCN(c3cccc(Cl)c3)CC2)nc2ccccc2c1=O	24	11	1.6	8	6	23	-7	2	-14
48	CCc1cc(=O)oc2cc(OCc3nn[nH]n3)ccc12	·	·	0.2	2	-2	17	-13	-4	1
49	Cc1ccsc1C1C(C#N)=C(N)OC2=C1C(=O)CCC2 (stereo not drawn)	-15	2	0.9	-15	-4	17	-13	1	-6
50	Cc1cc(OCCCn2ccnc2)ccc1[N+](=O)[O-]	-12	5	2.1	-23	-8	13	-10	2	-7
51	O=C(NCc1ccco1)C(c1ccc(F)cc1)N(Cc1cccnc1)C(=O)Cn1nnc2ccccc21 (stereo not drawn)	-6	10	0.1	-14	-6	9	-10	-11	-14
52	O=C(CCc1nnc(CCc2c[nH]c3ccccc23)o1)NC1CCC1	-8	2	3.9	2	1	17	-7	1	-15
53	CC(C)CC1Nc2ncnc(N3CCOCC3)c2N(Cc2ccc(Cl)cc2)C1=O (stereo not drawn)	-19&-12	7&1	-0.5&0.7	0&-11	-8&-11	18&0	-16&12	-5	-8
54	CC(=O)Nc1ccc(S(=O)(=O)N2CCSC2c2ccccc2)cc1 (stereo not drawn)	0	21	1.2	-16	1	8	-3	-16	11
55	O=C1CCC/C1=C/Nc1cccc(F)c1	-15	-1	2.5	-9	-2	25	-6	-4	6
56	O=C(NNC(=S)NC1CCCCC1)c1ccc2c(c1)OCO2	0	2	0.4	-6	-6	25	-12	-1	-7
57	O=C(O)COCC(=O)N1CCc2c([nH]c3ccccc23)C1C(F)(F)F (stereo not drawn)	-11	4	0.1	-5	-3	19	-9	-6	-9
58	O=C(NNC1=NS(=O)(=O)c2ccccc21)C1CC(=O)N(c2ccccc2)C1 (stereo not drawn)	-14	3	0.8	-13	-5	27	-8	-8	6
59	COc1ccc(-n2ncc3c2CC(C)(C)CC3NC(=O)Cc2nonc2C)cc1 (stereo not drawn)	-12	15	1.1	-12	-1	-15	6	-9	-8
60	CN(CCOC(=O)/C=C/c1ccccc1)C(C)(C)C	0	2	0.7	-4	-10	16	-12	-8	-8
61	C[C@@H]1O[C@@H](O[C@H]2[C@H](Oc3cc(O)c4c(c3)O[C@H](c3ccc(O)cc3)CC4=O)O[C@H](CO)[C@@H](O)[C@@H]2O)[C@H](O)[C@H](O)[C@H]1O	-2	2	-0.2	-21	0	-8	7	-1	-9
62	O=c1cc(-c2ccccc2)nc(N2CCN(Cc3ccc4c(c3)OCO4)CC2)[nH]1	1	1	-0.1	-15	-3	13	-4	-10	-31
63	COc1ccc(CN2C(=NC(=O)c3ccccc3)SC3CS(=O)(=O)CC32)cc1OC (stereo not drawn)	-18	13	-0.4	-9	1	-5	-3	-12	-9

# High-throughput results as filed in PubChem.
